Assay outcomes deposited in PubChem by National Center for Advancing Translational Sciences (NCATS).
DRD3 antagonist – qHTS of D3 Dopamine Receptor Antagonist: qHTS; D(3) dopamine receptor (Homo sapiens), P35462; D3R cells, DiscoveRx beta-arrestin luminescence, antagonist mode; stronger effect = lower value; max response, negative = inhibition, %; 360,000 compounds, 2.5% hits; in the data active = max response below about -50%; inconclusive = no clear call, values can overlap the other calls; note: % is set by controls: 0 for no effect and ±100 for the full control effect; mostly tested at two doses, the higher about 12 µM
Target sequence (P35462 whole entry, looked up): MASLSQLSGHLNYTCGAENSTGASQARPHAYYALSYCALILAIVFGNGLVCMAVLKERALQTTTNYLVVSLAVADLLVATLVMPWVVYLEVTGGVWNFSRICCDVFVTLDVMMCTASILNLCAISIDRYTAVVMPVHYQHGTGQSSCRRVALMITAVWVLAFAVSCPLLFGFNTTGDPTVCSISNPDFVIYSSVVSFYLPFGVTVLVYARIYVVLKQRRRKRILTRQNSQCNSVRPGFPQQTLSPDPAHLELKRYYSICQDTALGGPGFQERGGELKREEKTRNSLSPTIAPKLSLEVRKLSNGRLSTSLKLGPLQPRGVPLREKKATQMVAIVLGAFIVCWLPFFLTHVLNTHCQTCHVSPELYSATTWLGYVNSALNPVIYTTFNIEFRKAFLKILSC
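Cells expressing the human receptor were seeded at 1500 cells/well, incubated overnight at 37 degrees C in 5% CO2, then exposed to library compounds with dopamine controls for 90 minutes at 37 degrees C before luminescent detection.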
KB-V1 cytotox – qHTS assay for MDR1-selective chemotherapeutics: Primary screen using the drug-selected MDR subline cells KB-V1; KB-V1 MDR cells viability, CellTiter-Glo, 72 h; 400,000 compounds, 3.4% hits; Potency, µM (top dose mostly 46.1 µM), for the others: top-dose activity change, negative = cytotoxicity, most hits filed as cytotoxic; note: potency is the fitted concentration of half-maximal effect; % is set by controls: 0 for no effect and ±100 for the full control effect; nearly all actives have a fitted effect of over 60% in size
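Cells of the MDR subline KB-V1 are plated, dosed with compound at multiple concentrations, and incubated 72 h at 37 degrees C; CellTiter-Glo is then added and luminescence read after 10 min.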
IL-1B inflam inh – qHTS for Inhibitors of Inflammasome Signaling: IL-1-beta AlphaLISA Primary Screen; THP-1 LPS/ATP IL-1B secretion, AlphaLISA, 16 h; stronger effect = lower value; activity change, % at 57.5 µM; 360,000 compounds, 4.7% hits; AID 743279, 2014; in the data active = activity change below about -50%; inconclusive = mostly about -30% to -49%; note: % is set by controls: 0 for no effect and ±100 for the full control effect
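THP-1 cells pretreated 1 hr with compounds (up to 57.5 uM final), then stimulated with LPS (250 ng/mL final) plus ATP (1.25 mM final); secreted IL-1B measured by AlphaLISA after 16 hr, decreased signal indicating inhibition.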
HT1080NT lethal – qHTS for induction of synthetic lethality in tumor cells producing 2HG: qHTS for the HT-1080-NT fibrosarcoma cell line | HT-1080-NT fibrosarcoma viability, CellTiter-Glo ATP luminescence, 48 h | Potency, µM (titrated, usually from 46.1 µM), inactives show top-dose activity, negative = less viability, most hits filed as cytotoxic | 360,000 compounds, 1.6% hits | AID 686970, 2013;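 note: NT is the 2HG producing partner of a matched IDH1 knockdown line; potency is the fitted concentration of half-maximal effect; 0% = DMSO-treated cells and -100% = media-only wells without cells; nearly all actives have a fitted effect of over 55% in size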
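Luminescent CellTiter-Glo readout after 48 hours of compound exposure at 37 degrees C defined viability of HT-1080-NT cells. Activity was normalized to DMSO wells and cell-free media wells; concentration-response curves were fitted and assigned curve classes.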
KB-3-1 tox – qHTS assay for MDR1-selective chemotherapeutics: Primary screen using the parental adenocarcinoma cell KB-3-1. KB-3-1 viability, CellTiter-Glo ATP luminescence, 72 h. Potency, µM (titrated, usually from 46.1 µM), for the others: at the highest dose activity change, negative = cytotoxic, usual class: cytotoxic. 400,000 compounds, 1.4% hits. AID 1347075, 2019; note: potency is the fitted concentration of half-maximal effect; % is set by controls: 0 for no effect and ±100 for the full control effect; nearly all actives have a fitted effect of over 60% in size
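Screening of KB-3-1 cells (DMEM, 10% FBS, phenol-red free) ran from lowest to highest compound concentration; after 72 h at 37 °C viability was read luminescently and curves fitted.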
GLP-1R agonist – qHTS of GLP-1 Receptor Agonists; 380,000 compounds, 0.007% hits; HEK293 GLP-1R CRE-luciferase, luminescence, 4-6 h; cells express a hypersensitive GLP-1R form; Glucagon-like peptide 1 receptor (Homo sapiens), P43220; AID 624172, 2012; Potency, µM (titrated, usually from 45.6 µM), inactives show at the top dose activation, hits mostly activators; note: potency is the fitted concentration of half-maximal effect; % of control where 0% means no effect
Target sequence (P43220 whole entry, looked up): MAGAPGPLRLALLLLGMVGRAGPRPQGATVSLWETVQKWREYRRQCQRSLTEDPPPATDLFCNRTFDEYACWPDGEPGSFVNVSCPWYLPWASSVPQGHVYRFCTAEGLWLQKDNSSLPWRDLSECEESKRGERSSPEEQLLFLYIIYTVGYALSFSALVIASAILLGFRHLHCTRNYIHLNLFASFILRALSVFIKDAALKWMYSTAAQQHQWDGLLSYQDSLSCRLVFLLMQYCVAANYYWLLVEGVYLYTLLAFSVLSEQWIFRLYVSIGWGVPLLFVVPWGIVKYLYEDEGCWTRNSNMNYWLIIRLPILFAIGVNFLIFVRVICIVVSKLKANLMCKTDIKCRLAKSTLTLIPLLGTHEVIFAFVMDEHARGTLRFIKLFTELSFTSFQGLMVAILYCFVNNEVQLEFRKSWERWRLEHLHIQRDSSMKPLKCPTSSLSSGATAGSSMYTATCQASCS
D3 ag – qHTS of D3 Dopamine Receptor Agonist: qHTS | D(3) dopamine receptor (Homo sapiens), P35462 | D3R DiscoveRx beta-arrestin cells, luminescence, 90 min | max activation, % | 410,000 compounds, 0.58% hits; in the data active = max activation above about 30%; note: 0% is about no effect; mostly tested at two doses, the higher about 12 µM
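Cells at 1500/well, incubated overnight, then treated with pinned compounds (dopamine as control) for 90 min at 37 degrees C. DiscoveRx reagent added for 30 - 60 minutes at room temperature; luminescence read.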
HT1080 IDH1KD tx – qHTS for induction of synthetic lethality in tumor cells producing 2HG: qHTS for the HT-1080-IDH1KD cell line; Potency, µM (doses to about 46.1 µM), for inactives: at the highest dose activity, negative = toxicity, actives largely listed as cytotoxic; HT-1080 IDH1 knockdown viability, ATP luminescence, 48 h; 360,000 compounds, 2% hits;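 note: potency is the fitted concentration of half-maximal effect; 0% = DMSO wells and -100% = cell-free medium wells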
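In this qHTS, HT-1080 cells depleted of IDH1 are exposed for 48 h at 37 °C to compound titrations. Toxicity is scored from CellTiter-Glo luminescence, with DMSO as full viability and medium alone as none.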
SW480 rereplic – A quantitative high throughput screen for small molecules that induce DNA re-replication in SW480 colon adenocarcinoma cells; SW480 DNA re-replication, Hoechst DNA content imaging, 48 h; Potency, µM (doses to about 46.1 µM), for the others: at the highest dose re-replication activation, hits mostly activators; 340,000 compounds, 1.8% hits; note: potency is the fitted concentration of half-maximal effect; % of control where 0% means no effect; nearly all actives have a fitted effect of over 55% in size
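250 cells/well; 23 nL cpd via pin tool; 48 hr, 37 C, 5% CO2; Hoechst 40 min; imager read of total nuclear intensity, ex 405/em 500-530 nm.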
* = called active by the depositor; u = inconclusive; x = no result given; [ ] = dose if it differs, or a comment. Unless noted, calls come from the whole dose curve; as a rule, active = well fitted curve in the direction sought with a large enough effect; inconclusive = small, poorly fitted or top-dose-only effect, or another doubt; inactive = no such curve, though single readings can be large; an effect the other way counts as inactive or inconclusive.

SMILES	DRD3 antagonist	KB-V1 cytotox	IL-1B inflam inh	HT1080NT lethal	KB-3-1 tox	GLP-1R agonist	D3 ag	HT1080 IDH1KD tx	SW480 rereplic
CC(OC(=O)c1nsc(Cl)c1Cl)C(=O)NCc1ccc2c(c1)OCO2 (stereo not drawn)	13.9	8.1%	18.5	21.0%	4.6%	-0.7%	22.8	5.1%	-3.7%
O=C(/C=C\NCC(=O)c1ccccc1)c1ccc2ccccc2c1	15.3	-13.1%	-53.9*	0.2%	-1.3%	2.9%	4.3	10.8%	-5.9%
COc1ccccc1C(=O)NCCC(=O)Nc1ccc(S(=O)(=O)Nc2ncccn2)cc1	-0.4	-12.5%	34.2	13.7%	3.1%	-8.3%	5.6	8.2%	-1.3%
O=C(Cn1c(C(F)(F)F)nc2ccccc21)c1ccc(Cl)cc1	-2.9	u	-13.3	-22.1%	-0.8%	-4.1%	3.2	-28.4%	-1.3%
CCCN(Cc1ccccc1)C(=S)Nc1cccc(C)c1C	-1.7	3.3%	38.2	0.0%	8.8%	0.9%	0.5	-10.7%	-1.8%
COc1cccc(CNC(=O)CCNC(=O)N2CC(=O)Nc3ccccc32)c1	6.1	16.0%	6.5	13.1%	7.4%	-5.3%	-2.2	10.1%	x
Nc1[nH]c(C(=O)c2ccccc2)c(-c2ccc(C(F)(F)F)cc2)c1C(=O)NCc1ccc(Cl)cc1Cl	-12.9	0.0%	-6.6	-13.5%	8.3%	7.3%	-10.3	0.6%	x
COCC(C)N1CCC(n2nccc2NC(=O)CCOc2ccccc2)CC1 (stereo not drawn)	1.3	-3.2%	0.1	0.2%	5.1%	-21.8%	0.0	1.8%	-3.8%
Clc1ccc(C2=CC(c3ccco3)n3ncnc3N2)cc1 (stereo not drawn)	14.4	-14.3%	-8.3	-20.1%	-7.7%	5.0%	0.7	-8.4%	1.3%
Cc1coc(C)c1C(=O)CC1(O)C(=O)Nc2cc(Cl)cc(Cl)c21 (stereo not drawn)	1.8	2.4%	-9.6	-21.2%	4.6%	-1.8%	-0.8	-9.9%	-1.8%[9.22 µM]
CN(C)S(=O)(=O)c1ccc(-c2csc(N/N=C/c3ccco3)n2)cc1	50.1	u	-94.3*	-23.5%	u	-8.3%	-0.9	-12.6%	-10.2%
COC(=O)Cn1cc(C(=O)C(C)(C)C)c2ccccc21	6.0	-4.9%	-73.5*	7.4%	-3.1%	9.0%	1.5	-0.1%	-3.7%
COc1ccccc1CNC(=O)CN(C)Cc1ccc(SC)cc1	-16.0	-20.8%	-17.1	-11.8%	-10.7%	22.9%	-10.9	-22.8%	-5.2%
Cc1c(NC(=O)CN2CCN(C(=O)c3ccco3)CC2)c(=O)n(-c2ccccc2)n1C	9.9	12.1%	-1.0	-4.1%	10.1%	-3.9%	13.9	-4.4%	-3.7%
COC(=O)c1ccc(COC(=O)c2ccc(CO)cc2)o1	10.6	1.1%	7.6	-2.3%	5.0%	19.0%	6.9	-1.3%	3.4%
O=C(CC1SC(=Nc2ccc(OC(F)F)cc2)N(CCN2CCOCC2)C1=O)Nc1ccccc1 (stereo not drawn)	8.6	-22.3%	-12.4	17.6%	-4.6%	8.0%	-8.6	-24.4%	-4.7%
O=C(NCc1ccccn1)c1ccc(Cn2c(=S)[nH]c3ccc(Br)cc3c2=O)cc1	-16.1	-4.7%	12.3	-1.8%	-4.2%	-0.2%	-2.9	7.1%	3.3%
COc1nc(-c2ccccc2)nc(-c2ccccc2)c1C	3.5	28.9%	-1.6	0.6%	-3.4%	0.7%	-5.5	-24.7%	6.1%
CC(=O)OC1CCC2(C)C(CCC3C2CC(=O)C2(C)C3CC(C(C(C)=O)C(C)=O)C2C(C)=O)C1 (stereo not drawn)	-5.0	0.0%	16.0	0.0%	13.8%	1.8%	2.7	0.6%	1.0%
COCc1cc(=O)[nH]c2c1c(-c1ccccc1)nn2C	-1.5	0.2%	8.3	11.1%	1.1%	2.8%	2.7	1.0%	0.9%
CCSc1nnc(NC(=O)Cn2cnc3c2c(=O)n(C)c(=O)n3C)s1	3.7	0.2%	30.9	7.6%	2.0%	0.6%	2.1	19.4%	-2.8%
C=C(C)C(=O)Nc1cccc(C2=NOC3(C2)C[C@@H](C(N)=O)N(C(=O)/C=C/C=C/C)C3)c1 (stereo partly drawn)	-2.4	0.0%	-5.4	6.1%	17.4%	0.5%	-0.6	7.3%	-16.2%[9.22 µM]
O=C1Cc2cc(S(=O)(=O)Nc3ccccc3Cl)cc3c2N1CCC3	0.0	3.0%	-12.5	-3.5%	0.0%	3.7%	-2.2	4.0%	-13.5%
Cc1nc(CNS(=O)(=O)c2ccc(F)cc2)cs1	7.3	u	30.8	10.3%	11.1%	1.5%	2.7	4.8%	-9.2%
Cc1ccc2cc(CCNS(=O)(=O)c3ccc(Cl)cc3)c(=O)[nH]c2c1C	6.8	-12.0%	-78.7*	-17.2%	-6.0%	16.5%	21.0	-13.9%	1.9%
COc1ccccc1C(O)(C(=O)NN(C)c1ccccc1)c1ccccc1OC	-14.5	6.7%	5.2	13.8%	-1.0%	-5.2%	-5.8	15.6%	-9.7%
CC(C)(C)S(=O)N1Cc2cc(=O)n(Cc3ccccc3)cc2[C@H]1CCO (stereo partly drawn)	27.1	0.0%	-17.3	12.4%	0.0%	-2.7%	13.2	8.5%	4.1%
CCN(CC)S(=O)(=O)c1ccc2oc(Nc3ccccc3)nc2c1	-18.7	-5.2%	u	u	-5.3%	27.2%	7.7	u	22.1%
O=C(CCN1CCOCC1)NNC(=O)c1ccc([N+](=O)[O-])cc1[N+](=O)[O-]	-16.6	x	13.0	-8.1%	x	-12.4%	-17.3	u	u
CC(c1nc2ccccc2c(=O)[nH]1)N1CCN(S(=O)(=O)c2ccc(F)c(Cl)c2)CC1 (stereo not drawn)	16.8	-29.5%	-4.2	-19.9%	-8.7%	6.6%	3.6	-16.7%	x
O=c1c2cc(Cl)ccc2[nH]c(=S)n1Cc1cccs1	-26.2	-3.4%	26.5	-5.0%	-1.7%	6.9%	-6.4	-6.8%	-1.7%
Cc1cc(OCc2cc(C(=O)NCCN3CCCCC3CO)no2)cc(C)c1Cl (stereo not drawn)	-15.5	2.6%	-61.9*	u	-4.6%	-2.4%	-2.2	u	u
Cc1cc(C)c(C#N)c(Oc2ccccc2)n1	0.0	u	15.8	20.5%	13.2%	-0.4%	3.9	17.6%	-4.4%
CCC(C)NC(=O)CNC(=O)c1nn(-c2ccc(OC)cc2)c(=O)c2ccccc12 (stereo not drawn)	-6.8	9.2%	-1.7	17.7%	12.0%	10.7%	3.1	11.5%	-4.7%
C=CCOC(=O)c1[nH]c2c(c1C)C(=O)CC(c1cc(OC)c(OC)c(OC)c1)C2 (stereo not drawn)	-4.4	-3.1%	u	-2.0%	u	-1.7%	7.1	-12.7%	-3.7%
O=C(NCCCc1ccccc1)c1ccc(Br)o1	7.3	-6.3%	-15.5	-4.7%	-0.1%	13.9%	0.1	-4.5%	u
COc1ccc(S(=O)(=O)n2nc(C)c(S(=O)(=O)N3CCCCCC3)c2C)cc1C	x	u	x	x	10.6%	-0.5%	7.3	x	x
CCN(C(=O)COc1cc(=O)n(C)c2ccccc12)c1cccc(C(F)(F)F)c1	x	-8.1%	x	x	1.4%	1.6%	3.2	x	x
O=[N+]([O-])c1ccc(Cl)c(NC2=NCCCCC2)c1	6.6	20.2%	16.5	12.6%	12.3%	2.9%	3.5	10.0%	14.1%
O=C(O)c1cc(-c2ccc(/C=C3\NC(=O)N(c4ccccc4)C3=O)o2)ccc1Cl	1.2	0.0%	0.2	-0.6%	1.9%	-4.3%	-2.9	0.9%	u
CC(NC(=O)CNC(=O)C1CCCCC1)c1ccc(S(N)(=O)=O)cc1 (stereo not drawn)	-1.3	-5.0%	-3.0	-19.5%	4.5%	0.9%	-12.4	-2.6%	-16.7%
CC(C)(C)OC(=O)N1CCC[C@H]1C(=O)O	u	17.1%	9.3	14.7%	21.8%	5.4%	-1.8	7.8%	-21.5%
COCCNc1oc(-c2ccc(C)cc2)nc1C#N	15.6	23.1µM*	u	2.0%	-0.1%	8.5%	1.8	9.6%	-173.3%[inhibitor]
COc1cc2c(cc1OC)N1C(=O)CC(OCC(=O)O)C3C4CC5(CCN5C(=O)C4=O)C2C31 (stereo not drawn)	2.6	9.7%	13.3	-0.1%	-2.6%	6.5%	-2.4	0.5%	u

An excerpt from above, reduced to HT1080NT lethal and D3 ag.
compound,HT1080NT lethal,D3 ag
CC(NC(=O)CNC(=O)C1CCCCC1)c1ccc(S(N)(=O)=O)cc1 (stereo not drawn),-19.5%,-12.4
CC(C)(C)OC(=O)N1CCC[C@H]1C(=O)O,14.7%,-1.8
COCCNc1oc(-c2ccc(C)cc2)nc1C#N,2.0%,1.8
COc1cc2c(cc1OC)N1C(=O)CC(OCC(=O)O)C3C4CC5(CCN5C(=O)C4=O)C2C31 (stereo not drawn),-0.1%,-2.4
